Screening results as filed in PubChem BioAssay.
Tau ThT inhib = qHTS for Inhibitors of Tau Fibril Formation, Thioflavin T Binding. Microtubule-associated protein tau (Homo sapiens), P10636. recombinant tau K18 P301L (four-repeat tau fragment), heparin-induced fibrillization, ThT fluorescence. Potency, µM (top dose mostly 57.4 µM), for the others: at the top dose activity, negative = inhibition, usual class: inhibitors. 270,000 compounds, 2.1% hits. AID 1460, 2008; note: nearly all actives have a fitted effect of over 55% in size
Target sequence (P10636 561-689 P618L limits assumed): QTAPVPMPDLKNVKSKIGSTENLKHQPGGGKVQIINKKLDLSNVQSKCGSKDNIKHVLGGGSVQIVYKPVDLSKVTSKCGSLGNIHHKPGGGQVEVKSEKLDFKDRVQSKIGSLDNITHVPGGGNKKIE
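Heparin-induced fibrillization of the P301L-mutant K18 repeat-domain fragment of human tau was followed by ThT binding in quantitative high-throughput format.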
L3MBTL1 inh = qHTS Assay for the Inhibitors of L3MBTL1 | Potency, µM (top dose mostly 57.1 µM), without a hit: at the top dose activity, negative = inhibition, actives largely listed as inhibitors | AlphaScreen L3MBTL1–H3K9me1 peptide binding | Lethal(3)malignant brain tumor-like protein 1 (Homo sapiens), Q9Y468 | 230,000 compounds, 0.66% hits; note: nearly all actives have a fitted effect of over 60% in size
Target sequence (Q9Y468 whole entry, looked up): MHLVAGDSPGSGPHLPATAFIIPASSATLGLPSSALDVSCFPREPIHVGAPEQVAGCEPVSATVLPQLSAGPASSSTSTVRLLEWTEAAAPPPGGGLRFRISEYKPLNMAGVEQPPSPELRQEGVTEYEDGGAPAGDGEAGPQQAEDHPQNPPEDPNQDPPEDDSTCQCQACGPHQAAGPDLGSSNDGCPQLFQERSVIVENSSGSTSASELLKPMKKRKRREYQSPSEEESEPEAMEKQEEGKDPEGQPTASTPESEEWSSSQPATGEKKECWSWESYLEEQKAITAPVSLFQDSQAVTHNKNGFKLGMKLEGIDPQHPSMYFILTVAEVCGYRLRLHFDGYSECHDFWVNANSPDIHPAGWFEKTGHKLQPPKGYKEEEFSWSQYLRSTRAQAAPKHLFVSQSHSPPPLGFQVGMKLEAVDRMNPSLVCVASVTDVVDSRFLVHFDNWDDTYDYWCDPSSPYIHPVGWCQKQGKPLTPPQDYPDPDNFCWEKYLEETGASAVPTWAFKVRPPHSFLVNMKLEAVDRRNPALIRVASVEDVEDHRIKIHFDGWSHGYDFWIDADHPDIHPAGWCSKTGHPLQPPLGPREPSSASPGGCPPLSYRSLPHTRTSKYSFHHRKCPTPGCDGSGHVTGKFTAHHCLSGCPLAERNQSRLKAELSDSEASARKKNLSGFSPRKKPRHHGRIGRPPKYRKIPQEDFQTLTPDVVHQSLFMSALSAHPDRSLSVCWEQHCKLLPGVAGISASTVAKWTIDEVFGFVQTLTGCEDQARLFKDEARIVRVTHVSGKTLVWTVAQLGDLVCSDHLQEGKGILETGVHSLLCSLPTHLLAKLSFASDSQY
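L3MBTL1 50 nM + b-AHA-H3(1-15)K9me1 75 nM, 30 min RT; compound added, 30 min RT; streptavidin donor/Ni-chelate acceptor beads 10 ug/mL each final, 30 min RT dark; AlphaScreen read.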
KDM4E inh = qHTS Assay for Inhibitors of Human Jumonji Domain Containing 2E (JMJD2E); 230,000 compounds, 1.6% hits; JMJD2E catalytic domain, FDH-coupled NADH fluorescence (FDH is formaldehyde dehydrogenase); AID 2147, 2009; Potency, µM (titrated, usually from 57.1 µM), inactives show at the highest dose activity change, negative = inhibition, usual class: inhibitors; active = well fitted inhibition curve with a large enough effect, not every such curve was filed as active; inconclusive = small, poorly fitted or top-dose-only effect, or another doubt; inactive = no such curve, though single readings can be large or run the other way;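 note: 0% = wells with enzyme and -100% = buffer wells without enzyme; nearly all actives have a fitted effect of over 50% in size; many of its hits are not listed in these tables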
Tau FP inhib = qHTS for Inhibitors of Tau Fibril Formation, Fluorescence Polarization; Microtubule-associated protein tau (Homo sapiens), P10636; K18 P301L tau heparin fibrillization, Alexa594 FP, 6 h; Potency, µM (series often up to 57.7 µM), for inactives: at the highest dose activity, negative = inhibition, actives largely listed as inhibitors; 280,000 compounds, 0.39% hits; note: nearly all actives have a fitted effect of over 55% in size
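Human K18 P301L fragment (15 uM unlabeled plus 0.24 uM Alexa 594-labeled) in 100 mM sodium acetate pH 7 with compound, aggregation induced by 20 uM heparin for 6 hr at 37 C. ThT (30 uM) added for 1 hr, then Alexa 594 FP read.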
RECQ1 inh = qHTS Assay for Inhibitors of RecQ-Like Dna Helicase 1 (RECQ1). ATP-dependent DNA helicase Q1 (Homo sapiens), P46063. RECQ1 DNA unwinding, red fluorescence kinetic read. Potency, µM (series often up to 57.3 µM), for inactives: at the top dose activity, negative = inhibition, most hits filed as inhibitors. 240,000 compounds, 0.54% hits. AID 2549, 2010;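 note: plate controls were vehicle for no effect and no enzyme for full effect; nearly all actives have a fitted effect of over 30% in size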
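50 nM RECQ1T1 preincubated 15 min with compound in Tris pH 8.0 buffer with MgCl2, DTT, Tween-20 and 2.5 ug/ml poly(dI-dC); started with 200 nM TAMRA/BHQ-2 forked duplex and 2 mM ATP. Unwinding read as fluorescence (525/598 nm), two reads 2 h apart.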
TexasRed fluor = Total Fluorescence Counterscreen for Inhibitors of the Interaction of Thyroid Hormone Receptor and Steroid Receptor Coregulator 2; TRb/SRC2 Texas Red total fluorescence interference; Potency, µM (titrated, usually from 106 µM), inactives show top-dose fluorescence change, negative = quenching; 280,000 compounds, 0.29% hits; AID 1479, 2009; active = well fitted curve in either direction with a large enough effect; inconclusive = small, poorly fitted or top-dose-only effect
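Human TRβ ligand-binding domain (0.6 uM) and Texas Red SRC2 peptide (20 nM) in Tris buffer with 1 uM T3 and 5% DMSO were incubated with pinned compound for 5 hr at ambient temperature. Total fluorescence was computed as S + 2P (555/632 nm).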
TRb-SRC2 inh = qHTS for Inhibitors of the Interaction of Thyroid Hormone Receptor and Steroid Receptor Coregulator 2; Thyroid hormone receptor beta (Homo sapiens), P10828; TRbeta-SRC2 peptide binding, fluorescence polarization; receptor liganded with 1 µM T3; Potency, µM (doses to about 106 µM), for the others: at the highest dose activity change, negative = inhibition, usual class: inhibitors; 280,000 compounds, 0.065% hits; AID 1469, 2008;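 note: plate controls were bound peptide for no effect and peptide without receptor for full effect; nearly all actives have a fitted effect of over 50% in size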
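Read-out is fluorescence polarization (555 nm excitation, 632 nm emission) of a Texas Red SRC2 coactivator peptide; loss of signal reflects blocked binding to human TRb ligand-binding domain in the presence of 1 uM T3.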
GoLoco inh red = qHTS Assay for Inhibitors of RGS12 GoLoco Motif Activity (Red Fluorophore); Gai1:RGS12 GoLoco peptide FP, rhodamine, 10 min; Potency, µM (series often up to 61.6 µM), inactives show at the highest dose activity, negative = inhibition, most hits filed as inhibitors; 230,000 compounds, 0.44% hits; AID 880, 2007; Guanine nucleotide-binding protein G(i) subunit alpha-1 (Homo sapiens), P63096; active = well fitted inhibition curve with a large enough effect, not every such curve was filed as active; inactive = no such curve, though single readings can be large or run the other way; note: nearly all actives have a fitted effect of over 30% in size; many of its hits are not listed in these tables
* marks the source's active call; other numbers are inactive results; i = inactive; ? = inconclusive; . = not tested or not shown; [ ] = another dose, or the depositor's remark. Unless noted, calls come from the whole dose curve; as a rule, active = well fitted curve in the direction sought with a large enough effect; inconclusive = small, poorly fitted or top-dose-only effect, or another doubt; inactive = no such curve, though single readings can be large; an effect the other way counts as inactive or inconclusive. Unless noted, % is set by controls: 0 for no effect and ±100 for the full control effect; potency is the fitted concentration of half-maximal effect. A portion of the library; count on the stated rates, not on these rows.

Start of the data: the first 4 compounds, to show the layout:
SMILES | Tau ThT inhib | L3MBTL1 inh | KDM4E inh | Tau FP inhib | RECQ1 inh | TexasRed fluor | TRb-SRC2 inh | GoLoco inh red
O=C(CCS(=O)(=O)c1ccccc1)Nc1nc(-c2ccc(F)cc2)cs1 | . | . | 4% | . | -4% | -4% | -10% | 5%
Cc1cnn(-c2nc(-c3cccs3)cc(C(F)(F)F)n2)c1 | -15% | 7% | ? | -2% | -1% | 2% | 1% | 5%
COc1ccc2cc(/C=N/NC(=O)CN(c3ccccc3C)S(=O)(=O)c3ccccc3)c(Cl)nc2c1 | 4% | 8% | -1% | 4% | -6% | 0% | -5% | 54%[activator]
O=C(c1ccco1)N1CCN(C(=O)C2CCN(S(=O)(=O)c3cnc[nH]3)CC2)CC1 | 0% | . | 8% | 2% | -11% | 2% | -14% | -9%

All compounds of this part, from the start:
SMILES | Tau ThT inhib | L3MBTL1 inh | KDM4E inh | Tau FP inhib | RECQ1 inh | TexasRed fluor | TRb-SRC2 inh | GoLoco inh red
O=C(CCS(=O)(=O)c1ccccc1)Nc1nc(-c2ccc(F)cc2)cs1 | . | . | 4% | . | -4% | -4% | -10% | 5%
Cc1cnn(-c2nc(-c3cccs3)cc(C(F)(F)F)n2)c1 | -15% | 7% | ? | -2% | -1% | 2% | 1% | 5%
COc1ccc2cc(/C=N/NC(=O)CN(c3ccccc3C)S(=O)(=O)c3ccccc3)c(Cl)nc2c1 | 4% | 8% | -1% | 4% | -6% | 0% | -5% | 54%[activator]
O=C(c1ccco1)N1CCN(C(=O)C2CCN(S(=O)(=O)c3cnc[nH]3)CC2)CC1 | 0% | . | 8% | 2% | -11% | 2% | -14% | -9%
c1ccc(C2CCC3(CC2)Oc2ccccc2C2CC(c4cccnc4)=NN23)cc1 (stereo not given) | -13% | 16% | ? | 5% | -14% | -1%[53 µM] | 2%[53 µM] | -8%
C=CCn1cc(/C=N/NC(=O)COc2cccc3cccnc23)c2ccccc21 | ? | -8% | ? | 10% | -14% | -43% | 3% | 7%
O=C(CCOc1ccccc1)N1CCN(S(=O)(=O)c2cccs2)CC1 | -8% | -6% | 5% | 2% | -5% | 1% | -16% | 5%
COc1ccc(CC(=O)NC2CC(=O)N(c3ccc4c(c3)OCCO4)C2)cc1 (stereo not given) | -2% | . | . | -10% | . | -3% | -4% | .
CCOC(=O)N1CCN(C(=O)CSc2ccc3nnc(CCNC(=O)c4ccc(OC)cc4)n3n2)CC1 | -4% | . | ? | -5% | 5% | -1% | 2% | -12%
Cc1ccc(NC(=O)c2nc(C)n(-c3ccc([N+](=O)[O-])cc3)n2)cc1 | ? | -4% | -4% | 3% | -4% | 2% | -19% | 9%
Cc1ccc(-n2c(-c3cccc(C)c3)n[nH]c2=S)cc1 | -5% | . | -6% | -1% | i | 0% | -2% | -9%
COc1ccc(-n2c(Cc3cccn3C)nnc2SCC(=O)NCc2ccccc2Cl)cc1 | -16% | -7% | -12% | 1% | ? | 1% | 5% | 12%
N#Cc1ccc(S(=O)(=O)N2CCCN(c3nc4ccc(Cl)cc4s3)CC2)cc1 | -10% | 8% | -11% | -4% | -9% | 0% | 0% | 2%
O=C(Cn1cc(C(=O)C2CC2)c2ccccc21)NCC1CCCO1 (stereo not given) | 0% | -1% | 1% | -1% | 11% | 1% | -2% | 10%
O=C(Cn1cc(C(=O)c2ccncc2)c(=O)c2cc(F)ccc21)Nc1ccc(Cl)cc1 | -4% | . | . | 0% | . | -5% | -5% | .
O=C(NCc1ccc(Cl)cc1)NCc1ccc(Cl)cc1 | 11% | 4% | -12% | -5% | 8% | -4% | 9% | -8%
N/C(=N\OC(=O)Nc1ccc(Cl)c(Cl)c1)c1ncc(C(F)(F)F)cc1Cl | -2% | . | -2% | ? | -8% | -2% | -19% | -2%
O=C(O)/C=C/C(=O)Nc1ccc(OC(F)(F)Cl)cc1 | 3% | -3% | -11% | -1% | i | -1% | -6% | 13%
COc1ccc(NC(=O)Nc2cc(C)ccc2F)cc1 | -21% | . | 0% | 14% | -2% | -1% | 0% | 7%
O=C(NC(=S)Nc1ccc(S(=O)(=O)Nc2nccs2)cc1)c1cccnc1 | 4% | 4% | -4% | 1% | 1% | -1% | -6% | 10%
COCCn1c(SCC(=O)c2c(-c3ccccc3)n(C)c3ccccc23)nnc1-c1ccncc1 | -14% | -1% | 6% | 4% | -9% | -4% | 0% | -16%
CCc1ccc(OCCOCC(O)CNC2CCCC2)cc1 (stereo not given) | -6% | 7% | -1% | -1% | i | -1% | -4% | 2%
CCN(CC)C(=O)CS(=O)CC(=O)Nc1cc(OCCOC)c(Cl)cc1Cl (stereo not given) | 0% | 4% | 1% | 0% | i | 1% | 2% | 2%
Cc1ccc(Cl)cc1N1CCN(C(=O)CCC(=O)O)CC1 | 3% | 4% | -1% | 8% | -2% | -1% | -3% | -13%
CCOC(CNC(=O)CCc1c(C)nc2nc(C)nn2c1C)OCC | 0% | . | -4% | -1% | i | -6% | 0% | 3%
CCn1nc(C(=O)Nc2ccc(S(=O)(=O)Nc3ncccn3)cc2)c2ccccc2c1=O | -2% | 11% | 7% | 9% | -3% | -3% | -1% | 4%
CCc1cccc(C)c1NC(=O)C(NS(=O)(=O)c1ccc2c(c1)CCC(=O)N2)c1ccccc1 (stereo not given) | -5% | . | . | -4% | . | -10% | 1% | .
Cc1cc(C)c(CN2C(=O)c3ccccc3S(=O)(=O)c3ccc(C(=O)OCC4CCCO4)cc32)c(C)c1 (stereo not given) | 2% | . | . | -7% | . | 0% | 0% | .
CCOc1ccccc1C(=O)NCCCN1CCN(CCCNC(=O)c2ccccc2OCC)CC1 | 2% | -9%[11.4 µM] | 4% | 4% | 1% | -6% | -4% | 8%
CCN1CCc2c(OCC(=O)N3CCC(C)CC3)cccc2C1=O | -8% | . | 3% | -9% | -14% | 1% | 0% | -2%

Reprinted at random: four entries already listed.
SMILES | Tau ThT inhib | L3MBTL1 inh | KDM4E inh | Tau FP inhib | RECQ1 inh | TexasRed fluor | TRb-SRC2 inh | GoLoco inh red
CCN1CCc2c(OCC(=O)N3CCC(C)CC3)cccc2C1=O | -8% | . | 3% | -9% | -14% | 1% | 0% | -2%
CCn1nc(C(=O)Nc2ccc(S(=O)(=O)Nc3ncccn3)cc2)c2ccccc2c1=O | -2% | 11% | 7% | 9% | -3% | -3% | -1% | 4%
COCCn1c(SCC(=O)c2c(-c3ccccc3)n(C)c3ccccc23)nnc1-c1ccncc1 | -14% | -1% | 6% | 4% | -9% | -4% | 0% | -16%
CCN(CC)C(=O)CS(=O)CC(=O)Nc1cc(OCCOC)c(Cl)cc1Cl (stereo not given) | 0% | 4% | 1% | 0% | i | 1% | 2% | 2%

(continued)
SMILES | Tau ThT inhib | L3MBTL1 inh | KDM4E inh | Tau FP inhib | RECQ1 inh | TexasRed fluor | TRb-SRC2 inh | GoLoco inh red
Cc1cc(C)nc(/N=C(\N)N2CCc3ccccc32)n1 | ? | 4% | -4% | -16% | -3% | 1% | -1% | -3%
COc1ccc(-c2cc(-c3cccs3)nc3sc(C#N)c(N)c23)cc1 | 2% | 123%[activator] | 4% | ? | -9% | -4% | -8% | 44%[activator]
C=CCOc1ccc(Oc2cc(C)nc(SC)n2)nn1 | -7% | 10% | 3% | 8% | -2% | 0% | 1% | -8%
Cc1nnc(-c2cnn(-c3ccccc3)c2N)n1Cc1cccc(C(F)(F)F)c1 | 3% | -3% | 0% | 8% | -1% | -2% | 14% | 7%
CCc1ccc(C2N3CC4([N+](=O)[O-])CN2CC([N+](=O)[O-])(C3)C4(C)C)cc1 (stereo not given) | 4% | 5% | 13% | -4% | -6% | 0% | 10% | -3%
COCCNC(=S)N1CCOCC1 | -4% | 7% | -4% | 0% | -5% | 0% | -20% | 14%
O=C(NCCCN1CCN(c2ccc(F)cc2)CC1)Nc1ccccc1Cl | -7% | . | . | 1% | . | -1% | -4% | .
Cc1cc(/C=C2\C(=N)N3N=C(C(C)C)SC3=NC2=O)c(C)n1-c1ccccc1 | -9% | . | -17% | -5% | -2% | 0% | -1% | 28%
CC(C)CC(=O)NC1(C(F)(F)F)C(=O)Nc2c1c(=O)n(C)c(=O)n2C (stereo not given) | -5% | 2% | -3% | 3% | -3% | 0% | 4% | 4%
Fc1cccc2sc(Nc3nc4c(F)cccc4s3)nc12 | -6% | -2% | ? | -3% | -9% | -2% | -6% | 12%
COc1ccc(C2C(=O)N(C3CCCCC3)CC(=O)N2CC2COc3ccccc3O2)cc1 (stereo not given) | -12% | -1% | -2% | 0% | 6% | 0% | -16% | 3%
Cc1c(C(=O)NCC2CCCO2)oc2ccc(S(=O)(=O)N3CCCCC3)cc12 (stereo not given) | -7% | -2% | -3% | 2% | -11% | -2% | 9% | 7%
COc1ccc(NC(=O)C2CCCN2C(=O)NCc2ccccc2)cc1 (stereo not given) | -3% | 3% | 3% | -2% | -3% | 0% | 5% | -2%
COC(=O)c1sc(NC(=O)c2ccco2)c(C#N)c1C | . | . | -7% | -10% | 1% | -1% | 1% | -4%
NC(=O)C1CCN(Cc2nc3c(Br)cc(Br)cc3c(=O)[nH]2)CC1 | -4% | -9% | 4% | -1% | 20% | 0% | -11% | 25%
c1ccc(Nc2scc(-c3ccccc3)[n+]2Cc2ccco2)cc1 | ? | ? | -28% | 1% | -15% | -3% | -4% | 10%
